Bioassay records (PubChem BioAssay)
PolyA inhibitor: yeast polyadenylation inhibition; calls only at 12 µM; 300,000 tested, 0.02% active; S. cerevisiae SKY197-pL101 polyadenylation reporter, beta-gal luminescence; efflux-impaired pdr1/pdr3 knockout yeast; score 100 = 6 SD above DMSO;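 active = lowest replicate activity score at least 50, where 100 means six control SD above control mean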;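 also: yeast exposed to compound for 9 h at 30 °C; higher score means more reporter readthrough which indicates perturbed polyadenylation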
KLF5 inhibitor: inhibitors of KLF5 expression; 290,000 tested, 0.23% active; AID 1700; inhibition, % at 5 µM; DLD-1 KLF5 promoter-luciferase reporter, luminescence;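 active = inhibition above a per-plate limit of that plate's mean compound inhibition plus 3 SD, cut at about 60% in these data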;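 also: 0% = DMSO wells and 100% = LY294002 at 200 µM; higher means less KLF5 promoter-driven luciferase light; inactives centre near -14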
GSK3beta inhib: human GSK3beta kinase inhibition; GST-GSK3beta kinase, ADP-Glo luminescence, 60 min; active compounds read low; 300,000 tested, 0.038% active; P49841; activity score (negative = inhibition), % at 10 µM; AID 2097;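 active = more than half of replicate wells score below -50%, meaning over 50% inhibition versus plate controls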;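 also: 0% = median DMSO wells and -100% = median GW8510 positive control wells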
Target sequence (P49841 whole entry, looked up): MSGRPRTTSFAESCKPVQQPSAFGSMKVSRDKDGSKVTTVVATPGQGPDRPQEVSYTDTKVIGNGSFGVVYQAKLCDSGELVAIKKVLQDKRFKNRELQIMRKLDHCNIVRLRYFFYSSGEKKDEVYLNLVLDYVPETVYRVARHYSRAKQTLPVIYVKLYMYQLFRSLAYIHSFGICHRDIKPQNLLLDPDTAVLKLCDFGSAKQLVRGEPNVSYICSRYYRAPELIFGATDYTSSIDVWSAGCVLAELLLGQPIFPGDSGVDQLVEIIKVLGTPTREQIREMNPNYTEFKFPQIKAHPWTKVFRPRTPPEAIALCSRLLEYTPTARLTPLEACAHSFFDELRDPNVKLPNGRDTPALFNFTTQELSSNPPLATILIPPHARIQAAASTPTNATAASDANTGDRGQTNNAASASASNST
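Test system: GST-tagged human GSK3beta kinase, cell-free; evaluation: activity score scaled between in-plate DMSO and GW8510 controls; measured by: ADP-Glo luminescence; incubation: 60 min reaction, RT; benchmarks: DMSO and 20 µM GW8510; reagent: peptide substrate plus 25 µM ATP (final); medium: Tris/MgCl2 kinase buffer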
HSP90 refold inh: inhibitors of HSP90 luciferase refolding in rabbit reticulocyte lysate. 290,000 tested, 0.91% active. luciferase refolding luminescence, 3 h. inhibition, % at 5.6 µM. AID 1789;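 active = inhibition above the screen-wide mean plus 3 SD, computed separately per campaign, cut at about 16% in these data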;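 also: 0% = DMSO wells and 100% = 60 µM geldanamycin wells; inhibitors lower the luminescence because luciferase stays unfolded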
GSK3A inh: human GSK-3 alpha kinase inhibition; inhibition, % at 10 µM; 320,000 tested, 0.1% active; AID 2650; ADP-Glo luminescence, 60 min;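 in the data active = inhibition above about 50%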;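 also: GST-tagged GSK-3 alpha with peptide substrate and 25 µM ATP; 0% = DMSO neutral wells and 100% = GW8510 positive control wells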
Target sequence (P49840 whole entry, looked up): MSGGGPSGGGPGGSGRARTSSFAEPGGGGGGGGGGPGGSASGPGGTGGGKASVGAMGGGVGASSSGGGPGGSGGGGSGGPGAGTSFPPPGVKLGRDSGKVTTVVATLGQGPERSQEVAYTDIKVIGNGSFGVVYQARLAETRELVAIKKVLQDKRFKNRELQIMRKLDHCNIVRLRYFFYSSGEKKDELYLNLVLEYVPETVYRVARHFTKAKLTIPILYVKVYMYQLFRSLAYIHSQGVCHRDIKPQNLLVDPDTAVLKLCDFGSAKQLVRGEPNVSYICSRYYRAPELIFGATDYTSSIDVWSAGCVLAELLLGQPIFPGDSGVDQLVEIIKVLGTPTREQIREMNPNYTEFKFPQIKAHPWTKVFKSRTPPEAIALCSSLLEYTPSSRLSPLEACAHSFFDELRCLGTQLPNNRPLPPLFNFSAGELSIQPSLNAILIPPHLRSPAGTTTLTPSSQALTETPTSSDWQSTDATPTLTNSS
aSyn 5UTR inh: MLPCN primary screen, SNCA 5' untranslated region. 300,000 tested, 0.82% active. alpha-synuclein 5'UTR reporter, inhibitor activity. inhibition, % (tested at 7.5 µM); in the data active = inhibition above about 60%;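 also: H4 neuroglioblastoma cells stably carrying SNCA 5'UTR luciferase fusion; 0% = DMSO wells and 100% = positive control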
AI-2 QS modul: modulates the Vibrio harveyi AI-2 quorum sensing system. Vibrio harveyi JMH597 AI-2 luminescence/OD600 ratio, 9 h; active compounds read low; strain lacks LuxN and CqsS sensors; 0 = neutral-control median. activity change, % at 7.5 µM. 300,000 tested, 0.4% active; in the data active = activity change below about -75%, passing the limit was not always enough;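 also: luminescence divided by OD600 gain over 9 h not by final OD600 alone; inactives centre near 13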
HSF1 activator: increases HSF-1 driven luciferase reporter signal | NIH3T3-HGL HSF-1 luciferase reporter, MG132, 8 h; 100% = twice DMSO control signal | activation, % at 9 µM | 300,000 tested, 1.7% active | AID 504408;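 active = mean replicate activation of at least 50% with a set share of replicates each reaching 50%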;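 also: 0% = median of the neutral control wells and 100% = twice that signal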
HSF1 inhib: HSF1 inhibition | NIH3T3-HGL HSE-luciferase, MG132-induced, luminescence 8 h; active compounds read low | activity change, negative = inhibition, % at 7.5 µM (by protocol) | 300,000 tested, 0.77% active | AID 2098;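 active = more than half of replicate wells show activity change below -50%, luminescence cut by over half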;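 also: luciferase reports HSF-1 transcriptional activity via heat shock element; 0% = median of DMSO wells and -100% = zero luminescence signal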
IEC-6 cytotox: kills IEC-6 intestinal cells in KLF5 counter-screen. IEC-6 cytotoxicity, luminescence viability. inhibition, % at 5 µM. 290,000 tested, 0.78% active; in the data active = inhibition above about 22%;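 also: 0% = plate median of test compound wells and 100% = cytotoxic reference compound wells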
An asterisk follows results filed as active; i = inactive; . = no result given.

SMILES	PolyA inhibitor	KLF5 inhibitor	GSK3beta inhib	HSP90 refold inh	GSK3A inh	aSyn 5UTR inh	AI-2 QS modul	HSF1 activator	HSF1 inhib	IEC-6 cytotox
COC(=O)c1ccc(/C=N/NC(=O)C2CC(=O)N(c3ccc(OC)cc3)C2)cc1 (stereo unspecified)	i	-9	-2	-2	-1	15	14	6	1	4
CCOc1ccc(CCNC(=O)CCNC(=O)c2ccccc2Cl)cc1OCC	i	-52	-1	-2	0	26	7	-4	-7	4
O=C(/C=C/c1ccc2c(c1)OCO2)Nc1c(C(=O)O)[nH]c2ccccc12	i	-16	1	-2	-3	-10	33	41	14	6
c1ccc(C2NCCn3cccc32)cc1 (stereo unspecified)	i	-20	0	4	1	16	5	13	-5	2
CC1CN(C(=O)CCC(=O)NC2CCCCC2)c2ccccc2S1 (stereo unspecified)	i	12	0	-7	4	5	-6	1	1	4
COc1cc(OC)c(OC)cc1/C=N/Nc1ncnc2c1[nH]c1ccccc12	i	11	-1	2	1	36	31	-24	-19	1
N=C1C(c2ccccc2)=C(O)CN1c1ccccc1N1CCOCC1	i	4	4	1	-2	15	23	-5	-14	-5
CCn1ncc(Br)c1C(=O)Nc1sc2c(c1C(=O)OC)CCC2	i	-13	-4	-4	4	-4	0	-4	0	-9
COc1ccc(/C=N/N=C2\SCC(=O)N2c2c(C)n(C)n(-c3ccccc3)c2=O)cc1OC	i	27	2	-3	-4	3	9	-5	0	7
O=C(Nc1ccc(NC(=O)c2sc3ccccc3c2Cl)cc1Cl)c1ccco1	i	-20	1	-2	0	-59	14	6	12	-2
CC(C)N1C(=O)CCC1C(=O)NCc1cccs1 (stereo unspecified)	i	-11	-6	-2	-2	-21	9	-20	-8	0
COC(=O)C1C(O)=CC(=O)CC1C (stereo unspecified)	i	-8	3	4	2	-16	2	4	1	-2
Cc1cccc(-c2cc3c(N=O)c4ccccc4c-3n[nH]2)c1	i	-87	-4	2	-3	-35	-3	.	.	0
Clc1cccc(-c2nnc(SC/C=C/c3ccccc3)n2Cc2ccco2)c1	.	13	-1	-1	-1	25	-6	0	-1	-8
COc1ccc(S(=O)(=O)Nc2cccc(/C=C/C(=O)O)c2)cc1	i	-23	0	-3	-3	8	27	-6	4	-1
CCC(Oc1ccc(C)cc1)C(=O)Nc1ccc2c(c1)n(C)c(=O)n2C (stereo unspecified)	i	-27	-23	2	0	17	8	-3	-5	-5
O=C(N/N=C/c1ccc2c(c1)OCO2)c1cc(-c2ccncc2)nc2ccccc12	i	-4	0	-1	-3	-5	17	3	-8	-4
COc1ccccc1C(=O)N1CCCC(c2nc(-c3cc(OC)c(OC)c(OC)c3)no2)C1 (stereo unspecified)	i	-2	3	1	-2	2	22	6	7	9
CCOc1ccc(S(=O)(=O)NCCCN2CCCC2=O)cc1	i	-14	-1	-1	-3	11	16	-20	-5	-6
O=C(O)C1CCCN(C(=O)NCc2ccccc2)C1 (stereo unspecified)	i	-5	0	-2	1	11	-2	29	7	4

Whole records as entered above. Screens in order: PolyA inhibitor | KLF5 inhibitor | GSK3beta inhib | HSP90 refold inh | GSK3A inh | aSyn 5UTR inh | AI-2 QS modul | HSF1 activator | HSF1 inhib | IEC-6 cytotox
`Cc1cccc(-c2cc3c(N=O)c4ccccc4c-3n[nH]2)c1` reads i | -87 | -4 | 2 | -3 | -35 | -3 | . | . | 0
`CC1CN(C(=O)CCC(=O)NC2CCCCC2)c2ccccc2S1` (stereo unspecified) reads i | 12 | 0 | -7 | 4 | 5 | -6 | 1 | 1 | 4
`COc1cc(OC)c(OC)cc1/C=N/Nc1ncnc2c1[nH]c1ccccc12` reads i | 11 | -1 | 2 | 1 | 36 | 31 | -24 | -19 | 1
`CCOc1ccc(S(=O)(=O)NCCCN2CCCC2=O)cc1` reads i | -14 | -1 | -1 | -3 | 11 | 16 | -20 | -5 | -6

The results go on.
SMILES	PolyA inhibitor	KLF5 inhibitor	GSK3beta inhib	HSP90 refold inh	GSK3A inh	aSyn 5UTR inh	AI-2 QS modul	HSF1 activator	HSF1 inhib	IEC-6 cytotox
O=C(N/N=C/c1ccco1)c1ccn[nH]1	i	-31	-29	-4	0	-12	21	-8	-5	-1
CCC(=O)NC(NC(=O)CC)C(Cl)Cl	i	-10	5	2	-2	16	4	5	0	4
CC(C)C(C)(C#N)NC(=O)CSc1nncn1-c1ccccc1 (stereo unspecified)	i	-6	-2	-5	-3	10	21	-8	2	2
CCc1ccc(NC(=O)CSc2nnc(-c3cnccn3)n2C)cc1	i	-32	0	1	-2	-31	14	11	2	-3
O=C(COc1ccc(Br)cc1Br)NC(=S)Nc1cccc(CO)c1	i	-121	2	-4	1	-34	32	14	25	2
O=C1OCc2cc(-n3cccc3)ccc21	i	-6	4	-1	2	-11	7	6	4	0
O=C(CCN=C1NS(=O)(=O)c2ccccc21)OCC(=O)c1ccc(F)c(F)c1	i	.	4	.	-1	-14	10	-22	-3	.
COC(=O)c1c(-c2c(Cl)cccc2Cl)noc1NC(=O)NN1CCCCC1	i	-3	3	5	0	2	9	7	8	-2
CCCCn1c(N)c(N(Cc2ccccc2OC)C(=O)C(C)Oc2ccc(F)cc2)c(=O)[nH]c1=O (stereo unspecified)	i	.	-3	.	-1	2	-2	5	3	.
NC(=O)c1cc(S(=O)(=O)NCc2cccc(Br)c2)cs1	i	4	-1	3	.	-4	-4	-10	-2	10
C=CCOc1c(CNc2cccc(C(=O)O)c2)cccc1OCC	i	-7	-1	-4	.	-9	22	13	4	-3
CN(C)CCNC(=O)CNC(=S)N(CCCN1CCOCC1)Cc1cccs1	i	13	-2	3	-1	-32	3	-9	-6	2
O=[N+]([O-])/C=C/c1cn(Cc2ccccc2)c2ccccc12	i	12	3	6	-1	-13	-2	20	28	0
O=S(=O)(c1ccc(OCC(O)CN2CCCC2)cc1)N1CCOCC1 (stereo unspecified)	i	-6	0	4	.	9	14	-7	-5	1
COc1ccc(N2CCN(C(=O)CC3NC4CCCCC4NC3=O)CC2)cc1 (stereo unspecified)	i	2	1	0	-2	12	19	-4	2	-5
CCN(CC(=O)Nc1ccc(OC)cc1)CC(=O)Nc1ccc(Cl)cc1F	i	-9	0	0	-1	-47	18	1	0	0
COc1ccc(NC(=O)CC2C(=O)N(c3ccc(Cl)cc3)C(=S)N2CCc2ccncc2)cc1 (stereo unspecified)	i	-6	3	1	-2	4	12	6	-3	8
Cc1ccc(-n2ncc(C(=O)Nc3cc(Cl)cc(Cl)c3)c2C2CCNCC2)cc1C	i	52	-3	6	.	93*	18	15	-4	98*
COc1ccccc1CNC(=S)NC1CCCC1	i	-34	1	-3	-1	-19	-2	1	4	-5
CCN(CC(=O)NCc1ccc(Cl)cc1)C(=O)/C=C/c1cccs1	i	4	1	1	-1	11	17	25	11	6
CC1Cn2c(nc3c2c(=O)[nH]c(=O)n3C)O1 (stereo unspecified)	i	-21	-5	-3	1	12	21	-16	-9	-1
CCOC(=O)c1c(NC(=O)CN2C(=O)NC3(CCCCC3C)C2=O)sc(C(=O)N(C)C)c1C (stereo unspecified)	i	.	.	.	1	27	.	0	-3	.
CCOC(=O)C1=C(CNCCc2ccc(Cl)cc2)NC(=O)NC1c1ccc2c(c1)OCO2 (stereo unspecified)	.	-4	-1	3	-1	24	-6	39	14	-1
O=C(Cc1ccc(Br)cc1)Nc1ccccc1N1CCCC1	i	-42	1	-3	-2	26	11	2	5	-3
O=C(NCc1cc([N+](=O)[O-])ccc1O)c1cccnc1Sc1ccc(Cl)cc1	i	-8	2	-4	-1	9	-1	-12	-2	2
Cc1ccccc1COC(=O)CCC1=NS(=O)(=O)c2ccccc2N1	i	10	3	-4	-1	6	15	4	3	-8
CCOC(=O)c1cnc(SCCN2CCOCC2)nc1N	i	-24	-3	2	-3	-1	-8	17	6	1
COCC1CCN(C(=O)C2CCC(=O)N(C3CCCCCC3)C2)CC1 (stereo unspecified)	i	-39	0	-5	-3	3	9	2	-6	1
Cc1ccc(S(=O)(=O)Nc2cccc(C(=O)N3CCN(c4ccccc4O)CC3)c2)cc1F	i	.	3	.	-3	-1	-2	-1	9	.
COc1cc(Nc2nnc(C)s2)c(Cl)cc1Cl	i	-48	-1	-3	-2	17	8	9	1	-5
CC(=O)OCCN(CCOC(C)=O)c1c(C)[nH]c(=O)[nH]c1=O	i	-43	-4	1	0	-4	2	3	-9	-1
COc1ccc(CCNC(=O)c2sc3ccccc3c2Cl)cc1OC	i	-28	1	0	-1	34	24	3	2	1
COc1ccc(CNS(=O)(=O)c2ccc3c(c2)C(C)(C)C(=O)N3C)cc1	i	-12	0	-2	-3	7	28	34	2	-1
Cc1cc(Nc2cccc([N+](=O)[O-])c2)n2c(nc3ccccc32)c1C#N	i	-13	2	2	-1	50	16	41	26	0

Entries listed so far marked active in aSyn 5UTR inh.
| Structure | PolyA inhibitor | KLF5 inhibitor | GSK3beta inhib | HSP90 refold inh | GSK3A inh | aSyn 5UTR inh | AI-2 QS modul | HSF1 activator | HSF1 inhib |
| --- | --- | --- | --- | --- | --- | --- | --- | --- | --- |
| Cc1ccc(-n2ncc(C(=O)Nc3cc(Cl)cc(Cl)c3)c2C2CCNCC2)cc1C | i | 52 | -3 | 6 | . | 93* | 18 | 15 | -4 |

Another view of 5 compounds above.
Structure,PolyA inhibitor,KLF5 inhibitor,GSK3beta inhib,HSP90 refold inh,GSK3A inh,aSyn 5UTR inh,AI-2 QS modul,HSF1 activator,HSF1 inhib,IEC-6 cytotox
Cc1ccc(S(=O)(=O)Nc2cccc(C(=O)N3CCN(c4ccccc4O)CC3)c2)cc1F,i,.,3,.,-3,-1,-2,-1,9,.
COc1cc(Nc2nnc(C)s2)c(Cl)cc1Cl,i,-48,-1,-3,-2,17,8,9,1,-5
CC(=O)OCCN(CCOC(C)=O)c1c(C)[nH]c(=O)[nH]c1=O,i,-43,-4,1,0,-4,2,3,-9,-1
COc1ccc(CCNC(=O)c2sc3ccccc3c2Cl)cc1OC,i,-28,1,0,-1,34,24,3,2,1
COc1ccc(CNS(=O)(=O)c2ccc3c(c2)C(C)(C)C(=O)N3C)cc1,i,-12,0,-2,-3,7,28,34,2,-1

This is a subset; count on the stated rates, not on these rows.
